Assay outcomes deposited in PubChem by several laboratories.
Granule exo inh = LAMP-1 surface exposure blockers, TALL-104 cells – cell-based, flow cytometry, MLPCN library, primary screen | TALL-104 LAMP-1 surface exposure; cells stimulated with thapsigargin and PMA | inhibition, % at 10 µM | hit rate 0.66% among 360,000;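 active means inhibition above about 55%, limit read from the data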
ABHD5 PLIN5 PPI = ABHD5-PLIN5 interaction inhibitors, primary screen, cell lysate, split luciferase complementation, luminescence; inhibition, % at 4 µM; AID 602281, 2012; Split G. princeps luciferase complementation, 4 h; hit rate 0.78% among 360,000; Perilipin-5 (Homo sapiens) + 1-acylglycerol-3-phosphate O-acyltransferase ABHD5 (Homo …;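 active means inhibition above the mean inhibition across every tested compound plus 3 SD, cut at about 22% in these data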;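 further: 0% = DMSO only wells and the 100% control is not disclosed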
HTR2A ag = mouse Htr2a agonists via beta-arrestin recruitment, primary screen, cell-based, luminescence; 5-hydroxytryptamine receptor 2A (Mus musculus), P35363; CHO-K1 mHTR2A beta-arrestin complementation; percent of 30 µM serotonin response; activation, % at 7.6 µM; hit rate 0.66% among 360,000; AID 624169, 2012;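 active means activation above a run cutoff, the mean activation of all tested compounds plus 3 SD, cut at about 14% in these data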;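 further: 0% = plate median of compound wells and 100% = 30 µM serotonin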
MC4R ag barr = MC4R agonists recruiting beta-arrestin, primary screen, cell-based, luminescence, agonist arm of biased-ligand search. U2OS MC4R beta-arrestin complementation; percent of melanotan II response, DMSO zero. activation, % at 8.9 µM. hit rate 0.98% among 360,000;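 active means activation above a per-plate cutoff, the mean activation of sample wells on that plate plus 3 SD, cut at about 8% in these data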
MC4R antagonist = MC4R antagonists of cAMP signaling, primary screen, cell-based, TR-FRET, antagonist arm of biased-ligand search; Melanocortin receptor 4 (Homo sapiens), P32245; MC4R-expressing cells, MTII-stimulated cAMP, LANCE TR-FRET; inhibition, % at 6.5 µM; hit rate 0.48% among 360,000; AID 540295, 2011;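 active means inhibition above its plate's cutoff, the mean of tested wells on that plate plus 3 SD, cut at about 29% in these data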;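 further: 0% = Melanotan II alone and 100% = Melanotan II plus saturating MCL0020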
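Assay system: human MC4R-expressing U2OS cells; reagent: Melanotan II stimulation of cells; dosing: 6.5 µM single dose; timing: compound 30 min, challenge 1 h, detection 1 h; signal: TR-FRET cAMP assay; replicates: one well per compound, no replicates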
ABCB6 inh MLPCN = ABCB6 transporter inhibitors, primary screen, K562-ABCB6 cells, flow cytometry, MLPCN library | ATP-binding cassette sub-family B member 6 (Homo sapiens), Q9NP58 | K562-ABCB6 porphyrin accumulation, 1 h; hits give low values | fluorescence ratio to DMSO, % at 10 µM | hit rate 0.19% among 360,000 | AID 602162, 2011;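 active means fluorescence ratio to DMSO below 75%, the collection mean minus 3 SD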;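 further: signal is porphyrin accumulated inside mitochondria; 100% equals median channel fluorescence of DMSO control wells; lower ratio means ABCB6 inhibition with less porphyrin fluorescence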
Target sequence (Q9NP58 whole entry, looked up): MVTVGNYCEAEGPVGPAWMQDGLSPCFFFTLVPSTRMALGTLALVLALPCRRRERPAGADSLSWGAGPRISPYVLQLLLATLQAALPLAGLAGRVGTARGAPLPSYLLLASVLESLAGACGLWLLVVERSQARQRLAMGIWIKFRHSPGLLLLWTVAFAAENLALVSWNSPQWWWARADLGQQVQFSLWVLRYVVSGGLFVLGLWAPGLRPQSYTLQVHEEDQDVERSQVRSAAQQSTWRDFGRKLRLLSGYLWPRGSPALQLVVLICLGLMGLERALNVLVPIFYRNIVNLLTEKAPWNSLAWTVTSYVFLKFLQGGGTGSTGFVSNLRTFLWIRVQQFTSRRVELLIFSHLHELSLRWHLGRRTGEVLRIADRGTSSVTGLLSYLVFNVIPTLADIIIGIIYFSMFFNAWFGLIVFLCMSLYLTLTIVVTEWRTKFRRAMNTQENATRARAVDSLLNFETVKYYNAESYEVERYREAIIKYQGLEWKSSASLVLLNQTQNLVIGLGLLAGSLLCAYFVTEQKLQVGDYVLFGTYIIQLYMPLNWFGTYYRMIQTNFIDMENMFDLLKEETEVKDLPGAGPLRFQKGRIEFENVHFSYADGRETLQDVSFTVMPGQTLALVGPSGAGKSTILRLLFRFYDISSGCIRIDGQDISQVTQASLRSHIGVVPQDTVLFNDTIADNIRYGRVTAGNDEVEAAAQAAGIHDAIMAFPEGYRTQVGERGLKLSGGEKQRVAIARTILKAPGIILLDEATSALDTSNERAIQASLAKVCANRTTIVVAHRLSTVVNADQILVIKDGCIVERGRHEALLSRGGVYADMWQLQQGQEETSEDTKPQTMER
aDG glyco act = activators of alpha-DG glycosylation, primary screen, uHTS, Pro5-aDG cells, AlphaScreen | alpha-DG glycosylation AlphaScreen (IIH6); 0% Pro5, 100% B10-LARGE cell signal | activation, % at 10 µM | hit rate 0.22% among 360,000;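 active means activation of at least 8% versus controls, or a plate z-score of at least 8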;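 further: Pro5 are CHO cells carrying HIG-tagged alpha-DG that lacks glycosylation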
Cardio protect = cardioprotection against H2O2-induced cell death, primary screen, uHTS, H9c2 cells, ATPLite luminescence; hit rate 0.63% among 360,000; H9c2 cardiomyocytes, H2O2 injury protection, 2 h; AID 588492, 2011; protection from H2O2 cell death, % at 20 µM;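 active means compounds giving at least 50% protection of heart cells from peroxide-induced death in the single-dose screen, raw or plate-pattern-corrected value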;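 further: 0% = DMSO wells with peroxide and 100% = DMSO wells without peroxide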
Glyco luc inh = increase of ERlucT glycosylation luciferase signal, primary screen, N-linked glycosylation inhibitor project, D54 ERlucT cells, luminescence, set 2; AID 588692, 2011; reporter increase, % at 12.5 µM; D54 ERlucT glycosylation luciferase reporter, 24 h; percent of 100 nM tunicamycin response; hit rate 0.23% among 360,000;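 active means mean luciferase reporter signal, scaled so untreated is 0 and the glycosylation-blocking control 100, at or above a set limit in every replicate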;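 further: luciferase carries N-glycosylation sites so blocking glycosylation raises the light; 0% = median of neutral control wells and 100% = median of 100 nM tunicamycin wells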
hiPSC survival = enhancers of single-cell hiPSC survival, primary screen, ATPlite luminescence; survival enhancement, % at 20 µM; hit rate 0.044% among 360,000; 100% = ROCK inhibitor wells, 0% = DMSO; in the data active means survival enhancement above about 18%;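 further: cells exposed to compounds for 16 hours before the ATP read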
* = called active by the depositor; · = not tested or not shown.

item	Structure	Granule exo inh	ABHD5 PLIN5 PPI	HTR2A ag	MC4R ag barr	MC4R antagonist	ABCB6 inh MLPCN	aDG glyco act	Cardio protect	Glyco luc inh	hiPSC survival
1	CN(C)c1cc(-c2ccc(Cl)cc2Cl)oc(=O)c1Cl	-3	-5	-2	-2.0	-3	95	0.2	3	0	0.2
2	CCCC(=O)Nc1ccc2nc(SCC(=O)N3CCCC3)sc2c1	3	0	-2	-2.5	11	101	0.1	13	-1	-0.5
3	Cc1ccc(C(=O)N/C(=C\c2ccco2)C(=O)NCCN2CCOCC2)cc1C	1	9	-8	8.4*	-4	99	-0.3	1	0	-0.5
4	CC(/C=C1\SC(=S)N(NC(=O)c2ccncc2)C1=O)=C\c1ccccc1	8	3	2	-2.5	10	99	-0.1	3	0	0.1
5	Cc1cc(NC(=O)c2ccccc2)no1	17	2	-3	-0.9	-2	97	0.0	-7	2	0.2
6	CCOC(=O)C1(Cc2cccc(OC)c2)CCCN(Cc2cc(C(C)C)n[nH]2)C1 (stereo not drawn)	-1	9	0	3.3	-5	103	0.4	-11	-1	-0.3
7	O=C(COC(=O)c1cnccn1)Nc1cc(S(=O)(=O)N2CCOCC2)ccc1Cl	21	2	1	-0.2	14	102	0.3	0	1	-1.8
8	O=C(CSc1nc2ncccc2[nH]1)c1cccc([N+](=O)[O-])c1	4	1	-2	-2.9	5	98	-0.1	6	0	1.9
9	O=C(CSc1nnc(CNC(=O)c2ccccc2)o1)Nc1ccc2c(c1)OCCO2	0	-1	5	-3.8	5	94	-0.3	-1	3	0.0
10	Cc1ccccc1OCC(=O)N1CCCCCCC1	0	2	3	-0.7	-6	96	-0.1	3	1	0.6
11	CCOc1ccc(OCCCC(=O)ON=C(N)c2ccccc2C)cc1	1	-6	10	1.5	8	102	0.0	-6	0	-0.3
12	COc1ccccc1NC(=O)CN1CCN(CC(=O)Nc2ccc3c(c2)OCO3)CC1	9	5	2	-0.2	-2	94	0.1	6	1	-1.6
13	CCOc1ccc(NC(=O)c2cn(CC(C)C)c(=O)c3c2c2ccccc2n3C)cc1	-4	-1	-7	0.9	-4	89	0.2	4	4	0.3
14	Cn1c(SCC(=O)NC2CCCCC2)nnc1-c1cccnc1	3	-3	1	-0.7	-8	100	0.0	-1	2	-0.6
15	CC(=O)N1CCN(C(=O)C2(NC(=O)Nc3cccc(F)c3)CCCCC2)CC1	-5	4	-4	-0.5	0	90	-0.1	2	3	-0.5
16	CCC(=O)Nc1ccccc1C(=O)N1CCN(Cc2ccccc2)CC1	0	-6	-1	-0.2	-3	98	0.0	5	-1	1.8
17	CCN(CC)CCC(=O)N1c2ccccc2CCc2ccc(NC(=O)OC(C)C)cc21	15	7	4	-1.2	5	98	0.1	-1	-8	-0.3
18	CCN(CC(=O)NCc1ccc(Cl)cc1)C(=O)CSc1ccc(Br)cc1	0	3	-6	-3.0	-2	100	0.0	0	0	-0.6
19	COc1ccc(CCNC(=S)Nc2cc(C)ccc2C)cc1	-1	3	0	-0.6	3	90	0.2	-16	-2	4.6
20	CCOC(=O)N1CCN(C(=O)CCNS(=O)(=O)c2cc(Br)cnc2N)CC1	-1	1	-2	2.2	4	93	0.0	-5	-2	0.2

An excerpt from above with just ABHD5 PLIN5 PPI and HTR2A ag:
#	SMILES	ABHD5 PLIN5 PPI	HTR2A ag
2	CCCC(=O)Nc1ccc2nc(SCC(=O)N3CCCC3)sc2c1	0	-2
3	Cc1ccc(C(=O)N/C(=C\c2ccco2)C(=O)NCCN2CCOCC2)cc1C	9	-8

Structures listed so far printed as active in MC4R ag barr:
no.	Compound	Granule exo inh	ABHD5 PLIN5 PPI	HTR2A ag	MC4R ag barr	MC4R antagonist	ABCB6 inh MLPCN	aDG glyco act	Glyco luc inh
3	Cc1ccc(C(=O)N/C(=C\c2ccco2)C(=O)NCCN2CCOCC2)cc1C	1	9	-8	8.4*	-4	99	-0.3	0

Back to the main list with the 5 entries that preceded the break.
item	Structure	Granule exo inh	ABHD5 PLIN5 PPI	HTR2A ag	MC4R ag barr	MC4R antagonist	ABCB6 inh MLPCN	aDG glyco act	Cardio protect	Glyco luc inh	hiPSC survival
16	CCC(=O)Nc1ccccc1C(=O)N1CCN(Cc2ccccc2)CC1	0	-6	-1	-0.2	-3	98	0.0	5	-1	1.8
17	CCN(CC)CCC(=O)N1c2ccccc2CCc2ccc(NC(=O)OC(C)C)cc21	15	7	4	-1.2	5	98	0.1	-1	-8	-0.3
18	CCN(CC(=O)NCc1ccc(Cl)cc1)C(=O)CSc1ccc(Br)cc1	0	3	-6	-3.0	-2	100	0.0	0	0	-0.6
19	COc1ccc(CCNC(=S)Nc2cc(C)ccc2C)cc1	-1	3	0	-0.6	3	90	0.2	-16	-2	4.6
20	CCOC(=O)N1CCN(C(=O)CCNS(=O)(=O)c2cc(Br)cnc2N)CC1	-1	1	-2	2.2	4	93	0.0	-5	-2	0.2
21	CC1CCN(C(=O)CSc2nc3c(c(=O)n(C)c(=O)n3C)n2C)CC1	-17	-4	2	-1.2	1	94	0.1	3	1	0.1
22	CCc1ccc(OCC(=O)Nc2cccc3c2CCCC3)cc1	1	-4	-3	1.2	8	98	0.0	-2	-1	2.2
23	COc1ccc(C(=O)Nc2nnc(S(=O)(=O)Cc3ccccc3)s2)cc1	-7	-1	-1	-1.2	1	99	0.0	-1	1	-0.5
24	CC(NC(=O)c1ccc(Br)s1)c1ccncc1 (stereo not drawn)	-3	-1	10	0.5	-2	92	0.0	6	-2	-0.2
25	CC1CCN(c2nc(Cl)nc(Nc3ccc([N+](=O)[O-])cc3)n2)CC1	3	5	-4	-3.5	32*	106	-0.6	-3	-5	-1.9
26	COc1ccc(CC(=O)OCCN(C)C)cc1	0	3	-1	1.7	16	95	-0.2	-4	-1	-0.8
27	Cc1cccc(NC(=O)Cn2c(O)c(N=NC(=O)c3ccncc3)c3ccccc32)c1	-2	6	2	-0.9	4	91	-0.2	4	6	-0.6
28	COc1ccccc1NC(=O)c1ccccc1C(=O)O	1	6	2	-1.3	1	104	-0.4	2	1	1.3
29	C=CCN(CC=C)Cc1c(C)[nH]c2c(C)c(C)ccc2c1=O	0	-6	0	2.0	8	114	0.4	2	0	-0.9
30	COc1cc(C(=O)NCc2ccncc2)cc(Br)c1OCc1ccccc1	10	-2	-14	2.7	6	93	1.5	-5	-5	-0.5
31	CC(C)NCCCOc1ccc(C(C)(C)c2ccccc2)cc1	-1	12	3	0.7	-1	99	0.7	11	1	1.8
32	COc1ccc(-c2nc3ccc(Cl)cn3c2Cc2ccc(C)cc2)cc1OC	-5	-6	2	·	·	106	0.2	4	-4	0.5
33	CCn1c(=O)c(C(=O)NCCN2CCCCC2)c(O)c2ccccc21	2	19	0	2.0	-2	90	0.2	-2	0	1.6
34	COc1cc(C)ccc1OCC(=O)NC1CCCCCC1	-3	-2	-4	2.6	4	96	0.1	7	-1	0.2
35	COc1cc2c3c(c1OC)-c1cc4c(cc1CC3(C#N)N(C(=O)c1ccccc1)CC2)OCO4 (stereo not drawn)	3	6	3	-1.4	-1	95	0.1	17	-1	2.5
36	CCc1ccccc1NC(=O)c1nnn(CC(=O)Nc2ccccc2C)c1N	0	4	1	-0.3	8	96	-0.1	-5	1	-1.5
37	O=S(=O)(NCC1CCCO1)c1ccc(S(=O)(=O)N(Cc2ccc(F)cc2)Cc2ccccn2)cc1 (stereo not drawn)	0	-3	-6	2.3	14	103	0.1	8	-4	2.9
38	CCC1=Nc2cc(C(=O)O)ccc2Sc2ccccc21	-3	0	-1	0.7	17	95	0.0	-5	3	0.8
39	Cn1c(NC(=O)c2ccco2)c(-c2ccccc2Cl)c(=O)c2ccccc21	3	-3	3	-0.5	3	101	-0.1	1	1	7.8
40	COc1ccc2oc(C(=O)Nc3ccc(C)cn3)c(C)c2c1	-2	-7	-5	13*	-4	93	-0.2	-8	-9	-0.4

Taken from above:
For ABHD5 PLIN5 PPI, entry 30 has the entry -2
For ABCB6 inh MLPCN, entry 32 has the entry 106
For Glyco luc inh, entry 24 has the entry -2
For MC4R antagonist, entry 31 has the entry -1
For Glyco luc inh, entry 33 has the entry 0

The list goes on:
item	Structure	Granule exo inh	ABHD5 PLIN5 PPI	HTR2A ag	MC4R ag barr	MC4R antagonist	ABCB6 inh MLPCN	aDG glyco act	Cardio protect	Glyco luc inh	hiPSC survival
41	O=C(O)CSCC(=O)Nc1ccccc1	-1	-1	8	-0.1	-1	102	-0.2	1	3	0.0
42	O=C(CN1CCCCCCC1)N/N=C/c1ccc(F)cc1F	18	2	1	-2.1	-4	99	0.1	1	1	0.7
43	CCOC(=O)c1c(N)sc(C(C)=O)c1C	2	-7	-5	-0.8	-18	96	0.0	-2	0	-0.2
44	CCN(/N=C/c1ccc(Cl)cc1)c1cc(=O)n(C)c(=O)[nH]1	5	1	-1	-1.3	-5	99	-0.2	-2	-2	0.4
45	CCC(C)(C)n1nnnc1C(c1ccc(C)cc1)N(Cc1ccco1)Cc1cccs1 (stereo not drawn)	3	-6	-4	0.1	12	96	0.1	-16	-5	-0.2
46	Cc1nc2cc(C(=O)N3c4ccccc4CC3C)ccc2s1 (stereo not drawn)	1	1	9	5.1	1	107	-0.1	1	11	11
47	CN1N=C(C(=O)N2CCCC(N3CCN(c4ccc(F)cc4)CC3)C2)CCC1=O (stereo not drawn)	0	-1	2	-2.0	1	94	0.0	5	2	-0.5
48	CC(C)(C)c1ccc(-n2ncc3c2CCCC3NC(=O)CCN2CCCCC2=O)cc1 (stereo not drawn)	1	1	2	-4.0	-1	90	1.7	-13	-3	-0.4
49	O=C(Nc1cccc2ccccc12)N1CC=C(c2ccccc2)CC1	-4	-2	9	-0.7	-5	100	0.4	-6	2	0.4
50	CCN(/N=C/c1cccs1)c1cc(=O)n(C)c(=O)[nH]1	1	6	8	-0.6	9	98	0.1	3	2	-1.6
51	Cc1ccc(S(=O)(=O)NC(C(=O)Oc2cc3oc(=O)cc(C)c3cc2Cl)C(C)C)cc1 (stereo not drawn)	0	0	3	-1.2	12	91	0.2	-2	-2	1.1
52	COC(=O)CN(c1nc(C)cc(OC)n1)S(=O)(=O)c1ccc(C)cc1	-14	-9	-2	-0.9	3	103	-0.2	2	-1	-2.6
53	CCNS(=O)(=O)c1ccc(NC(=O)c2ccc(Cn3cc([N+](=O)[O-])cn3)o2)cc1	4	6	0	0.8	3	101	-0.3	0	-3	1.4
54	CSC(=S)N(C)C1CCS(=O)(=O)C1 (stereo not drawn)	0	0	3	-1.2	5	98	0.0	0	2	0.0
